Compound activity deposited in PubChem BioAssay by several laboratories.
ROMK mod: ROMK potassium channel modulators, primary screen, cell-based, thallium flux, MLSMR library; actives 2% (n = 130,000); Tet-inducible ROMK, thallium flux fluorescence; actives lie on both sides; B-score at 10 µM; ATP-sensitive inward rectifier potassium channel 1 (Homo sapiens), P48048;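 active = signal ratio slope over the read window, or its plate-corrected B-score, at least 3 SD from the plate mean, either direction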;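 also: B-score of the F/F0 ratio slope over 7 to 12 s after thallium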
Target sequence (P48048 whole entry, looked up): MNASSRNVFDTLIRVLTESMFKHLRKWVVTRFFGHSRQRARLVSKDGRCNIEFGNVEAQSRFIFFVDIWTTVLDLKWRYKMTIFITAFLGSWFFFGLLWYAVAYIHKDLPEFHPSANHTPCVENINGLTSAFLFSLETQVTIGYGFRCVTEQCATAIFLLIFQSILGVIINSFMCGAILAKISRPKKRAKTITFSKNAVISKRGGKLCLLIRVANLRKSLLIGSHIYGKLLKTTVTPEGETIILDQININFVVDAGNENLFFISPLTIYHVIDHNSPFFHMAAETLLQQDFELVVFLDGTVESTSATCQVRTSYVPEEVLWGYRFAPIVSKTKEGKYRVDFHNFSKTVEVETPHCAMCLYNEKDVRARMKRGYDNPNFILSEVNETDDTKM
APP 5'UTR act: activators of APP 5'UTR luciferase reporter, primary screen, SH-SY5Y cells | SH-SY5Y APP 5'UTR luciferase reporter, luminescence; zero percent = DMSO vehicle wells | activation, % at 2 µM | actives 1% (n = 190,000);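 active = activation above a set limit, based on mean plus 3 SD of controls, cut at about 140% in these data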; also: values of inactives mirror those of a sister screen read the other way
STAT1 blocker: STAT1 signaling inhibitors, primary screen, cell-based, HTS, luciferase reporter | inhibition, % at 5.5 µM | actives 0.35% (n = 200,000) | NIH 3T3 STAT1-luciferase reporter, IFN-gamma, luminescence;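 active = inhibition above a set limit, the mean inhibition across all tested compounds plus 3 SD, cut at about 34% in these data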;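 also: 0% = IFN-gamma with DMSO and 100% = IFN-gamma with 300 µM nifuroxazide; values of inactives mirror those of a sister screen read the other way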
APP 5UTR inh: inhibitors of APP translation via 5'UTR reporter, primary screen, APP 5'UTR luciferase, SH-SY5Y cells; SH-SY5Y APP 5'UTR-luciferase reporter, luminescence; inhibition, % at 2 µM; actives 0.82% (n = 190,000); AID 1285, 2008;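 active = inhibition above a set limit, derived from the sample mean plus 3 SD, cut at about 45% in these data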; also: values of inactives mirror those of a sister screen read the other way
STAT1 act: STAT1 signaling activators, primary screen, cell-based, HTS, luciferase reporter | actives 2.6% (n = 200,000) | NIH 3T3 STAT1-luciferase reporter, IFN-gamma, luminescence; 100% = IFN-gamma alone, no compound | activation (% of control), % at 5.5 µM;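 active = activation above the screen-wide mean activation plus 3 SD, cut at about 130% in these data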;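 also: raw ratio to IFN-gamma control signal so 100% means no change and 0% no light; values of inactives mirror those of a sister screen read the other way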
FLuc stim CS: FLuc activators, initial screening, artefact control for FLuc-dependent activation tests, biochemical, ATPlite luminescence | ATPlite luciferase biochemical, 10 min; 0 = ATP-free wells, 1 = DMSO control | activation factor at 10 µM | 200,000 tested, under 10 active | AID 1027, 2008;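 active = luciferase activation factor, scaled between plate controls, of at least 2 with compound at 10 µM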
Target sequence (P08659 whole entry, looked up): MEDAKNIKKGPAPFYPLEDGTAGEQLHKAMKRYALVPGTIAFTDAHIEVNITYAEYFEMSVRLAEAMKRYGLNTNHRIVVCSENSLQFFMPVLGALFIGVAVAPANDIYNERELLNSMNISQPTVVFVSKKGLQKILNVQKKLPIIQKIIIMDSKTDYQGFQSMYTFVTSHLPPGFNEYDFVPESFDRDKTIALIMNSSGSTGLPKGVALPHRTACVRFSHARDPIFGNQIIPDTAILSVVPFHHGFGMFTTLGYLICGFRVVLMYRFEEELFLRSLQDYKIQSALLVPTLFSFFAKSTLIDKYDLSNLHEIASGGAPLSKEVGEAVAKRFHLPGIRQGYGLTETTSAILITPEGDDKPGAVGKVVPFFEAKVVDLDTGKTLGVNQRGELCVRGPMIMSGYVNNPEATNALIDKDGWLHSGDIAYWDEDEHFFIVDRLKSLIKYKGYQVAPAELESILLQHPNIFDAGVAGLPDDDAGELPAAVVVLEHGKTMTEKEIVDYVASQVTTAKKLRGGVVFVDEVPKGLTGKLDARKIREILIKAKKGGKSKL
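assay system = Luciferase/luciferin detection reagent, cell-free biochemical luciferase assay | also added = ATP substrate | times = 10 min post-reagent at room temperature | measured by = luminescence from luciferase reaction | measure = luciferase activation, seen as luminescence increase over controls | benchmarks = low control with PBS replacing ATP, high control enzyme plus ATP without compound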
STAT3 activator: IL-6 driven STAT3 reporter potentiators, primary screen, U3A cells, luciferase, luminescence, MLSCN library; IL-6 STAT3-luciferase reporter; 100% = signal with IL-6 EC80 alone; activation (% of control), % at 5.6 µM; actives 0.91% (n = 190,000);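 active = activation above the screen-wide mean of compound activation plus 3 SD, cut at about 130% in these data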;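 also: 0% = background luminescence of wells with medium and substrate only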
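system = STAT3-luciferase reporter U3A cells | reagent = IL-6 stimulus at 33 ng/mL final | timing = 1 h compound pre-exposure, 6 h IL-6 stimulation, 37 °C | measured by = luminescence | evaluation = % activation versus median of IL-6-stimulated wells | control set = IL-6-only wells as 100% reference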
NF-kB neuron act: activators of NF-kB expression in neurons, primary screen, cell-based, HTS; human neuronal cells, NF-kB reporter expression; active compounds read high; fold change at 12.5 µM; actives 1.6% (n = 190,000); AID 1239, 2008; in the data active = fold change above about 3.3
FLuc inhib CS: firefly luciferase enzyme inhibitors, primary screen, artefact control for luciferase-based inhibitor screens, biochemical, luminescence, ATPLite; 10 min; Luciferin 4-monooxygenase (Photinus pyralis), P08659; AID 1006, 2008; actives 1.5% (n = 200,000); inhibition, % at 10 µM;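 active = inhibition above about 50% when tested at 10 µM, limit read from the data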
STAT3 blocker: IL-6 driven STAT3 reporter inhibitors, primary screen, U3A cells, luciferase, luminescence, MLSCN library; inhibition, % at 5.5 µM; IL-6 STAT3-luciferase reporter; host cell line lacks STAT1; actives 0.89% (n = 190,000);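 active = inhibition above the mean inhibition across all screened compounds plus 3 SD, cut at about 44% in these data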;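 also: 0% = DMSO only wells and 100% = 100 µM nifuroxazide control wells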
* hit, by the source's call; nt = not tested or not shown. Rows were taken by chance; any-hit rate near 7.1%.

SMILES	ROMK mod	APP 5'UTR act	STAT1 blocker	APP 5UTR inh	STAT1 act	FLuc stim CS	STAT3 activator	NF-kB neuron act	FLuc inhib CS	STAT3 blocker
CN1/C(=C/C(=S)NC(=O)C2(C)CC2(Cl)Cl)C(C)(C)c2ccccc21 (configuration not stated)	-0.65	35	12	-35	89	1.1	108	0.92	-7	1
CCCC[C@@H]1C[C@H]1[C@@H](NC(=O)c1ccco1)c1ccc(Cl)cc1	-0.95	-10	-5	10	104	1	100	1.1	0	-3
CC(=O)C1=C(C)OC(N)=C(C#N)C1c1ccncc1 (configuration not stated)	nt	-12	13	12	88	1	101	1.2	-3	3
CCC1CCc2c(sc(NC(C)=O)c2C#N)C1 (configuration not stated)	0.65	-6	-16	6	114	1	100	1.4	-3	-2
CC(NC(=O)c1ccc(F)cc1)C(=O)NC1=NCCS1 (configuration not stated)	0.04	4	1	-4	98	1	101	1.2	-1	0
Clc1ccc2c(N3CCCC3)ccnc2c1	nt	-4	8	4	93	1	103	1.2	-4	1
COC(=O)[C@H](C)NC(=O)Nc1ccccc1F	nt	-10	8	10	92	1.1	100	1	-7	6
Cc1c(NCc2cc(Cl)cc(Cl)c2O)c(=O)n(-c2ccccc2)n1C	0.85	-2	4	2	96	1.1	100	0.96	-5	6
CCC(=O)NC(Nc1ncc(C)s1)(C(=O)OC)C(F)(F)F (configuration not stated)	0.63	2	-4	-2	104	1	109	1.1	-2	-8
CC1CC=C2C(C#N)=C(N)C(C#N)(C#N)C(c3cccs3)C2C1 (configuration not stated)	nt	8	12	-8	89	1.1	107	1.2	-10	-2
CCN(CC)CCNC(=O)/C(=N\O)c1ccccn1	0.55	19	4	-19	95	1.1	96	1.3	-7	7
CC(=O)c1cc(Cc2csc(C(C)=O)c2)cs1	-0.5	5	-3	-5	103	1.1	100	nt	-11	8
COc1cccc(C(=O)N=c2sc3cc(S(C)(=O)=O)ccc3n2C)c1	-0.37	114	-38	-114	132*	0.9	93	1.1	6	11
C/C(CC(=O)NCc1ccco1)=N\NC(=O)Cc1ccc(-c2ccccc2)cc1	nt	3	-4	-3	104	1	99	1	0	4
COCCNC(=S)N/N=C/c1ccccc1C(=O)O	1.2	6	6	-6	96	1.1	105	0.97	-6	-7
COc1ccc(/C(N)=N/OC(=O)COc2ccccc2Cl)cc1	0.97	12	-22	-12	120	1	96	1.9	5	9
Cn1nc(-c2ccc(C(=O)Nc3cccc(Cl)c3)cc2)c2ccccc2c1=O	0.51	3	6	-3	94	1.1	80	1.4	-7	21
CCOC(=O)c1nn(-c2cccc(Cl)c2)c2nc(CC(C)C)c(C#N)c(=O)n12	-0.18	1	1	-1	96	1.1	109	1.3	-7	-8
CCOC(=O)CSC1=Nc2ccccc2C2=NC(CC(=O)NCc3ccc(OC)cc3)C(=O)N12 (configuration not stated)	nt	3	-3	-3	108	1	102	1	0	0
C=CCn1c(COc2cc(C)ccc2C(C)C)nnc1SCC(=O)c1c(N)n(C)c(=O)n(C)c1=O	0.8	10	6	-10	95	0.8	99	1.5	16	10
COc1ccc(Cl)cc1C(=O)NNC(=S)NC(=O)c1cc(-c2ccccc2)nc2ccccc12	nt	9	2	-9	98	0.9	123	1	8	-16
Cc1csc(NC(=O)c2nc3nc(C)cc(C)n3n2)n1	nt	88	-21	-88	119	0.8	91	2	16	13
Clc1ccc(-c2cc(COc3ccccc3)on2)cc1	0.00028	42	-35	-42	132*	1	93	1.9	4	11
Cc1cccc2cc(COC(=O)C3CCCCC3)c(=O)[nH]c12	0.34	-7	2	8	98	1	104	1.1	-3	2
CCn1cc(C(=O)NCC2CCCO2)c(=O)c2cc(S(=O)(=O)N(C)C3CCCCC3)ccc21 (configuration not stated)	nt	-6	6	6	95	1.1	97	0.42	-6	8
CCc1cccc(CC)c1NC(=S)NCCc1c(C)[nH]c2ccccc12	-0.73	-2	-1	2	101	1.1	105	0.57	-5	-6
Cc1ccc2c(c1)CCCN2C(=O)c1ccco1	0.72	6	8	-6	93	1	97	0.83	-3	4
O=C(O)c1ccccc1C(=O)NCCc1ccc(Cl)cc1	1.7	-15	-9	15	108	1	84	1.1	0	21
N#C/C(=C\c1cccc([N+](=O)[O-])c1)C(=O)Nc1cccnc1	-1.5	-4	1	4	97	1	95	1.4	-5	14
CNC(=S)N/N=C(\C)c1cccc(C(F)(F)F)c1	-0.38	4	-9	-4	107	1	92	1.3	-4	16
COc1ccc(C2CC(=O)c3cnn(-c4nc(C)cc(C)n4)c3C2)cc1 (configuration not stated)	-0.014	-5	10	5	89	1	84	1.4	-2	21
CC(C)Sc1ncnc2c1oc1ccccc12	0.68	-1	-3	1	103	1	95	1.2	0	8
CC(C)N1CCN(Cc2cccs2)CC1CCO (configuration not stated)	nt	2	5	-2	94	1	100	1.2	-3	6
COc1cccc(NC(=O)Cc2cn(C)c3ccccc23)c1	0.043	8	1	-8	101	1	91	1.1	-2	11
Brc1ccc(CNCc2cccs2)cc1	-0.15	8	-2	-8	102	1.1	104	1.3	-12	0
COc1cccc(NC(=O)N[C@@H](Cc2ccccc2)C(=O)O)c1	0.27	-8	-1	8	101	1	99	1.1	-4	4
Fc1ccccc1CSc1nnc(-c2cnccn2)n1Cc1ccco1	nt	16	-8	-16	108	1.1	110	1.1	-8	-7
O=C(Nc1ccccc1)C1=C[C@@H](c2coc3ccccc3c2=O)C[C@@H](OCCCCO)O1	nt	10	5	-10	97	1	nt	0.88	-4	nt
O=C1/C(=C/c2cccc3ccccc23)CCCc2ccccc21	-0.29	56	-25	-56	124	0.9	87	1.8	7	19
COCC(C)NC(=S)N1CCN(c2ccccc2Cl)CC1 (configuration not stated)	0	21	3	-21	97	1	98	1.1	0	4
CNCC(O)Cn1c(C(F)(F)F)nc2ccccc21 (configuration not stated)	0.44	7	-3	-7	100	1.1	99	1.2	-7	4
CN(C)CCCN1C(=O)C(=O)/C(=C(/O)c2ccncc2)C1c1cccc(Br)c1 (configuration not stated)	nt	-1	4	1	96	1	94	1.3	-3	11
CC(=O)c1cccc(NC(=O)N2CCC(c3nnc(SCC(N)=O)n3C)CC2)c1	-0.052	0	7	0	93	1.1	93	1.1	-10	11
COCCCN1C(=O)C(O)=C(C(=O)c2ccco2)C1c1ccccc1 (configuration not stated)	nt	12	-1	-12	99	1	96	0.93	2	9
Cc1nc2c(C(=O)NCc3cccs3)cnn2c(C)c1Cc1ccccc1	0.036	-3	-8	3	107	1	87	1.3	-5	13
CCOc1ccc(N2C(=O)C3CCCN3C2=O)cc1 (configuration not stated)	nt	8	2	-8	99	1.1	94	1.3	-7	13
O=C(C/C(=N\NC(=O)c1ccccc1Br)C(F)(F)F)c1cccs1	nt	-2	1	2	99	1	108	1.3	-2	-8
c1ccc(COc2ccc(OCCCN3CCCCC3)cc2)cc1	-1	89	-12	-89	110	0.9	111	2.4	7	-13
COc1ccc(Br)cc1-c1nc(CCl)cs1	-0.08	27	4	-27	95	1	88	1.3	-4	18
CCOc1ccccc1C(=O)N(CCC(=O)OC)c1ccccn1	nt	16	1	-16	95	1.1	102	0.98	-6	1
O=C(Cc1ccccc1)NCC1CCCO1 (configuration not stated)	1	-2	-2	2	102	1	106	0.83	-5	-1
CCOC(=O)Cn1c2c(c(=N)c3ccccc31)CCC2	nt	8	-15	-8	114	1.1	102	0.96	-6	1
N/C(=N\OS(=O)(=O)c1cc(Cl)ccc1Cl)c1ccncc1	-1.3	-6	-3	6	100	1	108	1.5	-1	-10
CCOC(=O)Cc1nnc(NC(=O)CSc2ccccc2)s1	nt	1	3	0	97	1.1	99	1.1	-7	2
CCOc1ccc(-n2c(SCC(=O)NC3CCS(=O)(=O)C3)nnc2-c2cccnc2)cc1 (configuration not stated)	-0.016	-8	-4	8	103	1	100	1.2	-4	6
CCN(CC)S(=O)(=O)c1ccc(Cl)c(C(=O)NC2CCCC2)c1	-0.48	2	7	-2	93	1	102	1.1	-4	3
CSc1nnc(Cc2ccc3c(c2)OCO3)o1	nt	-8	2	8	99	1	105	1.3	-5	4
Cc1[nH]n(-c2ccccc2)c(=O)c1C=Nc1cnc2ccccc2c1	0.4	-10	1	10	99	1	121	0.91	-4	-25
FC(F)(F)c1cccc(-c2cc3ccccc3nc2N2CCCC2)c1	nt	12	3	-12	98	1	115	0.94	-1	-12
Oc1c(C=C2N=c3ccccc3=N2)sc(=S)n1-c1ccccc1	0.23	18	0	-18	100	1.1	101	1.1	-5	-2

Following part:
SMILES	ROMK mod	APP 5'UTR act	STAT1 blocker	APP 5UTR inh	STAT1 act	FLuc stim CS	STAT3 activator	NF-kB neuron act	FLuc inhib CS	STAT3 blocker
O=C(Nc1nc2c(s1)CCCC2)C1CCCN1C(=O)c1cccs1 (configuration not stated)	nt	-6	-2	6	102	1	107	1.1	-3	2
CC(C)Sc1nc2c(c(=O)n(C)c(=O)n2C)n1C	nt	-6	-1	6	101	1	102	1.1	-1	3
NC(=O)CSc1nnc(-c2ccc(S(=O)(=O)N3CCCC3)cc2)o1	0.022	nt	0	-8	102	1	95	1.1	-4	9
CC(=O)Nc1ccc(S(=O)(=O)N2CCCCC2c2cccnc2)cc1 (configuration not stated)	0.39	10	0	-10	100	1	96	0.96	-2	10
CC(C)OCCCNC(=O)c1ccc(C2SCC(=O)N2Cc2ccco2)cc1 (configuration not stated)	nt	5	-3	-5	100	1	109	1.1	-1	-7
COc1ccc(NC(=O)N(Cc2cccs2)Cc2cc3cc4c(cc3[nH]c2=O)OCO4)cc1	0.048	0	2	0	98	1	101	1	-2	2
